# High-throughput results as filed in PubChem BioAssay.
# LYPLA2 inh = blocks human lysophospholipase 2, a PME1 counter-screen | O95372 | recombinant LYPLA2, FP-Rh probe fluorescence polarization | inhibition, % at 5.9 µM | actives 0.38% (n = 320,000);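 active means inhibition above the screen-wide mean plus 3 SD, limit set per campaign, cut at about 26% in these data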;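 further: 0% = LYPLA2 with DMSO and 100% = wells lacking LYPLA2 enzyme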
# Target sequence (O95372 whole entry, looked up): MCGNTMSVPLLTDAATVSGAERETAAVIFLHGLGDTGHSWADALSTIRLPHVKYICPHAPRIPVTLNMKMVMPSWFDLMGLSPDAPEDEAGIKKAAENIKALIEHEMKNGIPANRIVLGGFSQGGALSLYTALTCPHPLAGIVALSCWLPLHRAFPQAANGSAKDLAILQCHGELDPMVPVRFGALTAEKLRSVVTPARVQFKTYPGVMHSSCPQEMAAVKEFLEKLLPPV
# PAD4 FP inh = PAD4 (human) enzyme inhibition. inhibition, % at 6.36 µM. actives 0.41% (n = 330,000). AID 485272. recombinant PAD4, RCA probe fluorescence polarization;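 active means percent inhibition above a cutoff equal to the mean of all tested compounds plus 3 SD, cut at about 15% in these data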;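 further: 0% = PAD4 with RCA probe and DMSO and 100% = probe without PAD4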
# PAFAH2 FP inh = PAFAH2 (human) inhibition; Q99487; recombinant PAFAH2, FP-rhodamine activity probe, fluorescence polarization; inhibition, % at 3.39 µM; actives 0.99% (n = 340,000); AID 492956;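 active means inhibition above the mean over all tested compounds plus 3 SD, cut at about 30% in these data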;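 further: inhibitors block probe labeling of enzyme so polarization drops; 0% = enzyme with DMSO and 100% = wells lacking PAFAH2 protein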
# pPAFAH FP inh = inhibitors of human plasma PAF acetylhydrolase (pPAFAH) | Q13093 | actives 1.5% (n = 330,000) | inhibition, % at 3.39 µM | recombinant pPAFAH, FP-rhodamine probe fluorescence polarization;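 active means inhibition above the mean inhibition across the screen plus 3 SD, cut at about 25% in these data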;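 further: inhibitors block binding of the rhodamine activity-based probe so polarization drops; 0% = enzyme with DMSO and 100% = wells lacking pPAFAH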
# LYPLA1 counter = counter-screen for PME1 inhibitors: inhibitors of human LYPLA1. inhibition, % at 5.9 µM. recombinant LYPLA1, FP-Rh probe fluorescence polarization. actives 0.16% (n = 320,000). AID 2174. O75608;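 active means inhibition above the mean of all tested compounds plus 3 SD, set per campaign, cut at about 14% in these data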;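 further: inhibitors block serine hydrolase probe labeling of LYPLA1 so polarization falls; 0% = enzyme with DMSO and 100% = wells lacking LYPLA1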
# PREPL inh = inhibits the human prolyl oligopeptidase-like enzyme; recombinant PREPL, fluorescence polarization activity-based probe; actives 0.68% (n = 320,000); inhibition, % at 5.96 µM; AID 2751; in the data active means inhibition above about 43%;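 further: 0% = enzyme with DMSO and 100% = wells lacking enzyme; many of its hits are not listed in these tables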
# GSTO1 inh = GSTO1 inhibition, counter-screen for RBBP9 inhibitors; P78417; recombinant GSTO1, activity-based probe fluorescence polarization; inhibition, % at 5.96 µM; actives 1.1% (n = 300,000); AID 1974;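 active means inhibition above the campaign mean inhibition plus 3 SD, cut at about 35% in these data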;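 further: 0% = GSTO1-1 with DMSO and 100% = wells lacking GSTO1-1 enzyme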
# Target sequence (P78417 whole entry, looked up): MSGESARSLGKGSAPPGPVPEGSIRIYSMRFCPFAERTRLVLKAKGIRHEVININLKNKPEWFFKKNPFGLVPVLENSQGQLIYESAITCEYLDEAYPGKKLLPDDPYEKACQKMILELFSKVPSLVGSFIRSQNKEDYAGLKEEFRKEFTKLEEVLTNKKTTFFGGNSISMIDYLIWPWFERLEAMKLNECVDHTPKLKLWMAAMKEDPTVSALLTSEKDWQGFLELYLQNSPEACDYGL
# PAFAH1B2 FP inh = inhibitors of human PAFAH1B2; recombinant PAFAH1B2, FP-rhodamine activity probe, fluorescence polarization; inhibition, % at 3.39 µM; actives 1.2% (n = 340,000); AID 492953;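 active means inhibition above the mean of all tested compounds plus 3 SD, cut at about 24% in these data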;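 further: 0% = enzyme with DMSO and 100% = wells lacking PAFAH1B2; many of its hits are not listed in these tables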
# Target sequence (P68402 whole entry, looked up): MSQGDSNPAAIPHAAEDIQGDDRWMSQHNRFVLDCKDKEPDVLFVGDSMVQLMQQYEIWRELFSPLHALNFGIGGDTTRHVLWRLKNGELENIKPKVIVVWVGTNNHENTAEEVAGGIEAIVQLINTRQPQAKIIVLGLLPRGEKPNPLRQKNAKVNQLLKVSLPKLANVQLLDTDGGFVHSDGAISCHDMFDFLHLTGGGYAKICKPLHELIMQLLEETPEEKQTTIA
# PAFAH1B3 inh = inhibitors of human PAFAH1B3; Q15102; recombinant PAFAH1B3, FP-rhodamine probe, fluorescence polarization; inhibition, % at 3.39 µM; actives 0.28% (n = 340,000); AID 492972;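 active means inhibition above the screen-wide average of all tested compounds plus 3 SD, cut at about 25% in these data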;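 further: 0% = enzyme with DMSO only and 100% = wells lacking PAFAH1B3 protein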
# Target sequence (Q15102 whole entry, looked up): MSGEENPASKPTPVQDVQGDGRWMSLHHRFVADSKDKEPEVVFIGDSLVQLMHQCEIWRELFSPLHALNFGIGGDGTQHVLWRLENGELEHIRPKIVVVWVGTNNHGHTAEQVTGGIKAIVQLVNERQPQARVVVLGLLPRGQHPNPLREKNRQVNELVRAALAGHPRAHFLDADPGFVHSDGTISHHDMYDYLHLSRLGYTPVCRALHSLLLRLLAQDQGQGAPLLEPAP
# * = called active by the depositor; x = not tested or not shown. The list is partial; count on the stated rates, not on these rows.
structure,LYPLA2 inh,PAD4 FP inh,PAFAH2 FP inh,pPAFAH FP inh,LYPLA1 counter,PREPL inh,GSTO1 inh,PAFAH1B2 FP inh,PAFAH1B3 inh
CC(CNS(=O)(=O)c1cc(Cl)ccc1Cl)CN(C)C (stereo unspecified),-2,-1,1,1,-2,-22,3,-2,3
CCCc1nnc(NC(=O)c2cc3ccccc3oc2=O)s1,0,-3,5,1,-5,2,5,1,8
Cc1ccc(NC(=O)c2cc(N3C(=O)C4CC=CCC4C3=O)ccc2N2CCOCC2)cc1Cl (stereo unspecified),5,-5,3,26*,-2,9,-2,-3,12
COC(=O)c1ccc(NC(=O)C(=O)N2CCN(C(=S)Nc3cccc(OC)c3)CC2)cc1,56*,2,-2,0,-7,0,3,5,5
Cc1cc(N2C(=O)C=CC2=O)c([N+](=O)[O-])cc1C,-4,4,4,10,1,8,-2,2,4
Cc1c(Cl)cccc1NC(=O)CN1CCN(CCN=CC2=C(O)CC(c3ccccc3)CC2=O)CC1 (stereo unspecified),4,-3,5,5,0,15,5,7,11
O=C(c1cccc(Br)c1)N1CCCC1,-1,-3,2,-1,-3,5,3,1,1
O=C(CN1c2cccc3cccc(c23)S1(=O)=O)N1CCN(c2ccc(F)cc2)CC1,4,-5,-4,12,-3,31,x,-1,1
O=C(O)CCN=CC1=C(O)CC(c2ccccc2)CC1=O (stereo unspecified),-2,-3,-7,8,2,-3,8,-1,8
COCCC(=O)N1CCCC(C(=O)c2ccc(C(F)(F)F)cc2)C1 (stereo unspecified),-1,0,5,5,-1,-5,1,0,4
Cc1ccc(NC(=O)Nc2ccc(Cl)c(Cl)c2)nc1,3,-8,-16,0,4,11,-2,-5,-4
CCN1CCN(S(=O)(=O)c2ccc(Cl)c(C(=O)N(C)Cc3ccccc3)c2)CC1,11,3,-3,2,1,3,x,2,0
O=C(CSc1ncn[nH]1)N(C1CCCCC1)C1CCCCC1,4,3,9,6,1,-19,-4,11,5
Cc1ccccc1NC(=O)CSc1nc(-c2ccccc2)cc(=O)[nH]1,3,4,-2,0,1,-4,1,4,9
CC(C)CC(NC(=O)CNC(=O)C1O[C@@H]2OC(C)(C)O[C@@H]2[C@H]2OC(C)(C)O[C@@H]12)C(=O)O (stereo partly specified),5,-4,8,4,4,-1,-2,-5,3
CC(=O)N1c2ccc(S(=O)(=O)NCCC(=O)NCc3ccc(Cl)cc3)cc2CC1C (stereo unspecified),1,-6,-2,7,-2,0,3,8,10
CC(C)CCn1cnc2c1c(=O)[nH]c(=O)n2Cc1ccccc1,7,4,10,3,-2,0,0,5,-3
O=C(COC(=O)c1ccccc1-n1cnnn1)c1ccccc1,-1,-8,0,-6,3,10,3,2,4
CCCN1CCC(=NNc2ccc(S(N)(=O)=O)cc2[N+](=O)[O-])CC1,-1,1,8,4,-1,12,17,0,11
O=C(CN1CCCCCC1)NC(c1ccccc1)c1ccccc1,4,1,-4,5,2,7,14,2,12
CCn1nc(C)c(CN2CCc3c([nH]c4ccccc34)C2C(C)(C)C)c1C (stereo unspecified),2,-1,4,0,-1,8,0,-1,0
CC(=O)c1ccc(S(=O)(=O)NC2CCSc3ccccc32)cc1 (stereo unspecified),-6,-3,3,6,-2,-11,2,4,-4
O=C(CN(C(=O)CNC(=O)c1cccs1)c1ccccc1F)NC1CCCC1,2,-2,-4,2,2,5,0,4,-1
Clc1ccc(CN2CCN(/N=C/c3ccco3)CC2)cc1,2,-2,-1,4,0,14,3,8,6
COc1ccc(COc2cc(-c3cccc(OC)c3)nc3ccc(N)cc23)cc1,-5,4,-1,9,-5,17,6,-2,2
CCC(C)C(NC(=O)c1ccc(Cl)cc1)C(=O)Nc1cccnc1 (stereo unspecified),-4,2,5,0,-1,-2,-4,8,4
CCCCn1nc2cc(C(=O)NCc3ccc4c(c3)OCO4)ccc2c1OCC,-2,-8,-18,8,-2,5,-3,2,9
CC1=CC(=Nc2c(C)n(C)n(-c3ccccc3)c2=O)C=CC1=O,11,8,x,12,13,18,74*,x,x
COc1cccc(NC(=O)CSc2nnc(C3CCCCC3)n2N)c1,x,-6,0,5,x,5,x,3,5
NC(=O)c1ccccc1NC(=O)CC12CC3CC(CC(C3)C1)C2,-1,-4,5,2,5,-2,6,13,5

# The last 7 entries of the section before are carried over, then new ones follow.
# Codes: A = LYPLA2 inh; B = PAD4 FP inh; C = PAFAH2 FP inh; D = pPAFAH FP inh; E = LYPLA1 counter; F = PREPL inh; G = GSTO1 inh; H = PAFAH1B2 FP inh; I = PAFAH1B3 inh
Clc1ccc(CN2CCN(/N=C/c3ccco3)CC2)cc1
  A: 2; B: -2; C: -1; D: 4; E: 0; F: 14; G: 3; H: 8; I: 6
COc1ccc(COc2cc(-c3cccc(OC)c3)nc3ccc(N)cc23)cc1
  A: -5; B: 4; C: -1; D: 9; E: -5; F: 17; G: 6; H: -2; I: 2
CCC(C)C(NC(=O)c1ccc(Cl)cc1)C(=O)Nc1cccnc1 (stereo unspecified)
  A: -4; B: 2; C: 5; D: 0; E: -1; F: -2; G: -4; H: 8; I: 4
CCCCn1nc2cc(C(=O)NCc3ccc4c(c3)OCO4)ccc2c1OCC
  A: -2; B: -8; C: -18; D: 8; E: -2; F: 5; G: -3; H: 2; I: 9
CC1=CC(=Nc2c(C)n(C)n(-c3ccccc3)c2=O)C=CC1=O
  A: 11; B: 8; C: x; D: 12; E: 13; F: 18; G: 74*; H: x; I: x
COc1cccc(NC(=O)CSc2nnc(C3CCCCC3)n2N)c1
  A: x; B: -6; C: 0; D: 5; E: x; F: 5; G: x; H: 3; I: 5
NC(=O)c1ccccc1NC(=O)CC12CC3CC(CC(C3)C1)C2
  A: -1; B: -4; C: 5; D: 2; E: 5; F: -2; G: 6; H: 13; I: 5
Cn1ncc(N=Cc2ccc([N+](=O)[O-])cc2)c1C(=O)Nc1ccccc1
  A: -3; B: 0; C: 0; D: 2; E: -3; F: -7; G: -2; H: -2; I: 2
O=C(O)c1cc2c(cn1)[nH]c1ccccc12
  A: 1; B: -3; C: 7; D: 7; E: -4; F: -1; G: 56*; H: 7; I: 7
CC1(C)CC2CC(C)(CN2S(=O)(=O)c2cccc(N)c2)C1 (stereo unspecified)
  A: 2; B: -2; C: -4; D: -3; E: 2; F: 2; G: 0; H: 24*; I: 6
Cc1ccc(C(=O)N(CC(=O)Nc2ccc(Cl)c(Cl)c2)Cc2ccco2)cc1
  A: -13; B: 5; C: -7; D: -4; E: -18; F: 2; G: 5; H: 1; I: 3
CN(C)c1nc(NCc2ccccc2)nc(Oc2ccc(=O)[nH]n2)n1
  A: 4; B: -2; C: -6; D: 7; E: 0; F: -19; G: 8; H: 7; I: 2
CN(CCc1ccccn1)C(=O)c1nn2c(C(F)(F)F)cc(-c3ccco3)nc2c1Cl
  A: -2; B: -4; C: -5; D: 2; E: 2; F: 2; G: 1; H: -5; I: 11
CCOC(=O)c1nc(Nc2ccc(C(=O)OC)cc2)c2ccccc2n1
  A: -12; B: 1; C: -7; D: 0; E: -12; F: -2; G: -8; H: -1; I: 7
Brc1ccc(-c2ncc3ccccn23)cc1
  A: 4; B: 1; C: -2; D: 11; E: 3; F: -46; G: -3; H: 4; I: 7
O=C(NCCc1ccncc1)c1ccc2nc(Cc3cccc(Cl)c3)oc2c1
  A: 12; B: -4; C: -3; D: 4; E: 10; F: -4; G: 1; H: 2; I: 6
COc1ccccc1N1CCN(C(=O)Cn2c(=O)oc3cc(S(=O)(=O)N4CCCC4)ccc32)CC1
  A: -4; B: 2; C: 2; D: -5; E: -1; F: 8; G: 8; H: 9; I: 3
Cc1ccc(C(C(=O)NC2CCCCC2)N(Cc2ccco2)C(=O)Cn2cnc3ccccc32)cc1 (stereo unspecified)
  A: -1; B: -6; C: -2; D: 2; E: 0; F: -4; G: -9; H: 0; I: -5
CC(C)(C)c1ccc(NS(=O)(=O)c2ccc(N)cc2)cc1
  A: 0; B: -3; C: -2; D: 6; E: -5; F: 1; G: 36*; H: 7; I: 10
Cn1c(N2CCN(C(=O)Nc3ccc(F)cc3)CC2)nc2ccccc21
  A: 2; B: -1; C: -1; D: 8; E: 1; F: 0; G: 1; H: -1; I: -4
Cc1cccc(C(=O)N2CCC(=O)N(C(COCc3cccc(C(F)(F)F)c3)Cc3ccccc3)CC2)c1 (stereo unspecified)
  A: 0; B: -3; C: 2; D: 6; E: 0; F: 20; G: -1; H: 6; I: -15
N#C/C(=C/N1CCOCC1)c1ccccc1
  A: -1; B: -10; C: -6; D: -2; E: 4; F: 13; G: 5; H: 2; I: 11
Cc1ccc(S(=O)(=O)N2CC[C@@H]2C(=O)O)cc1
  A: -3; B: -3; C: x; D: 6; E: 6; F: 3; G: 5; H: x; I: x
COc1ccc(C(CC(=O)N2CCCC2)c2c(O)cc(OC)cc2OC)cc1 (stereo unspecified)
  A: -4; B: 1; C: 1; D: -1; E: -3; F: -3; G: 1; H: 4; I: 8
CCN1C(=O)N(CC)c2cccc3cccc1c23
  A: -4; B: 3; C: 8; D: 3; E: 3; F: -2; G: -3; H: 7; I: 6
O=C(CCNC(=O)c1ccc(Cl)cc1)Nc1ccc(S(=O)(=O)N2CCCCC2)cc1
  A: 1; B: -3; C: 1; D: -9; E: 0; F: -10; G: -11; H: 2; I: 6
COc1ccc(N2C(=O)/C(=C\c3ccco3)N=C2SCC(N)=O)cc1Cl
  A: -7; B: -7; C: x; D: 11; E: -4; F: 11; G: 2; H: x; I: x
CCc1ccc(NC(=O)CSc2nc(=O)n(CCCN(C)C)c3c2CCC3)cc1
  A: -2; B: 2; C: 5; D: 1; E: 4; F: 12; G: 4; H: 2; I: -2
N#Cc1c(N)n(Cc2ccccc2)c(=O)c2cc([N+](=O)[O-])ccc12
  A: 8; B: 1; C: 0; D: 9; E: -1; F: 11; G: -5; H: 4; I: -6
O=C1C2C3C=CC(C2C(=O)N1CCO)C1C(=O)N(CCO)C(=O)C31 (stereo unspecified)
  A: -3; B: 0; C: -2; D: 1; E: -2; F: -7; G: -1; H: 6; I: 13
Cc1cccc(/C=C/C(=O)c2ccc(NC3=NCCCS3)cc2)c1
  A: 13; B: -7; C: 2; D: 10; E: 1; F: -3; G: -5; H: -2; I: 4
CC(=O)C1=C(O)C(=O)N(c2nccs2)C1c1ccccc1F (stereo unspecified)
  A: -5; B: 1; C: 10; D: -4; E: -2; F: 2; G: 2; H: 3; I: 8
O=C(COC(=O)c1cc[n+]([O-])cc1)Nc1ccc(Br)cc1
  A: -5; B: -1; C: 7; D: 9; E: -4; F: 1; G: x; H: 1; I: 0
CC(=O)CSc1cc(-c2ccccc2)nc2ncnn12
  A: -1; B: 0; C: 5; D: 0; E: -2; F: 3; G: -12; H: 1; I: 8
CN(C)C(=O)c1cc(C(=O)c2ccccc2F)c[nH]1
  A: -1; B: 3; C: 0; D: 2; E: -2; F: -2; G: -1; H: 5; I: -3
Cc1ccc(N2CC(C(=O)NCCN3CCOCC3)CC2=O)cc1C (stereo unspecified)
  A: -2; B: -3; C: -6; D: -7; E: 0; F: 18; G: 0; H: 2; I: 8
CCC(=O)Nc1ccc2c(c1)C(=O)N(C)C2=O
  A: 7; B: 1; C: 9; D: 0; E: 0; F: 9; G: -3; H: 0; I: 9

# Single records, from the list above. Order of screens: LYPLA2 inh, PAD4 FP inh, PAFAH2 FP inh, pPAFAH FP inh, LYPLA1 counter, PREPL inh, GSTO1 inh, PAFAH1B2 FP inh, PAFAH1B3 inh
# CCN1C(=O)N(CC)c2cccc3cccc1c23 reads -4, 3, 8, 3, 3, -2, -3, 7, 6
# O=C(CCNC(=O)c1ccc(Cl)cc1)Nc1ccc(S(=O)(=O)N2CCCCC2)cc1 reads 1, -3, 1, -9, 0, -10, -11, 2, 6
